# SENP8 block-1: SENP8 protease inhibitors, primary screen, biochemical, luminescence. AID 2540, 2010. purified SENP8, Z-RLRGG-aminoluciferin cleavage. inhibition, % at 10 µM. 330,000 compounds, 1.2% hits. Sentrin-specific protease 8 (Homo sapiens), Q96LD8; in the data active means inhibition above about 50%
# NALP3 yeast inh: NALP3 inflammasome inhibitors in reconstituted yeast, primary screen, luminescence, uHTS | Yeast reconstituted NLRP3/ASC/caspase-1, beta-gal luminescence, 24 h | AID 2825, 2010 | 330,000 compounds, 0.39% hits | inhibition, % at 10 µM;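 active means inhibition of 50% or more; inactive means inhibition below 50%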;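 further: plate controls were induced DMSO wells for no effect and uninduced yeast grown without galactose for full effect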
# SENP1 inh: human SENP1 catalytic domain inhibitors, primary screen, biochemical, FRET, uHTS | Sentrin-specific protease 1 (Homo sapiens), Q9P0U3 | recombinant SENP1 catalytic domain, CyPet-SUMO1-YPet FRET cleavage | inhibition, % at 10 µM | 360,000 compounds, 0.21% hits;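 active means inhibition at least 30% at 10 µM, raw YFP signal under a set limit, fluorescence ratio 0.5 to 1.5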;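 further: 0% = enzyme with DMSO and 100% = no enzyme wells; some results filed as inactive read as strong as hits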
#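 System: Recombinant human SENP1 catalytic domain, His6-tagged | Incubation: Enzyme reaction for 50 min at room temperature, dark | Medium: Tris pH 8 with BME, BSA, NP40 and catalase | Also added: 25 nM SUMO1 FRET substrate | Compound: 10 µM single point, 0.5% DMSO | Measured by: FRET fluorescence in CFP and YFP emission channels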
# SENP8 block-2: human SENP8 protease inhibitors, primary screen, biochemical, fluorescence, Nedd8 protein substrate, uHTS | Sentrin-specific protease 8 (Homo sapiens), Q96LD8 | recombinant SENP8 | inhibition, % at 20 µM | 360,000 compounds, 0.64% hits | AID 602440, 2012; in the data active means inhibition mostly above about 40%, no sharp cut-off; inactive means mostly below about 27%
# PfG6PD inh: PfG6PD enzyme inhibitors, primary screen, biochemical, fluorescence intensity, uHTS | PfGluPho enzyme, NADPH resazurin-diaphorase fluorescence | 350,000 compounds, 0.78% hits | inhibition, % at 20 µM | glucose-6-phosphate dehydrogenase-6-phosphogluconolactonase (Plasmodium falciparum 3D7) | AID 504690, 2011;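 active means inhibition reaching at least a set limit at 20 µM in the primary screen, cut at about 59% in these data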;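 further: 0% = DMSO wells with substrate and 100% = DMSO wells lacking glucose-6-phosphate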
# SENP6 inh: SENP6 protease inhibitors, primary screen, biochemical, luminescence, uHTS | Recombinant SENP6 catalytic domain, aminoluciferin luminescence | AID 2599, 2010 | inhibition, % at 10 µM | Sentrin-specific protease 6 (Homo sapiens), Q9GZR1 | 330,000 compounds, 1.8% hits;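 active means inhibition above about 50% at the single tested dose, limit read from the data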;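 further: plate controls were DMSO wells with enzyme for no effect and DMSO wells lacking enzyme for full effect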
# SENP7 block: SENP7 protease inhibitors, primary screen, biochemical, luminescence, uHTS | inhibition, % at 5 µM | 330,000 compounds, 1.5% hits | recombinant SENP7, Z-RLRGG-aminoluciferin luminescence, 40 min | AID 434973, 2010;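 active means inhibition above about 50% at the single test dose, limit read from the data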;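 further: plate controls were DMSO with enzyme for no effect and no enzyme buffer wells for full effect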
# Apaf-1 inh: inhibitors of human Apaf-1 apoptosome, primary screen, biochemical, DEVD-Rh110 fluorescence, uHTS | Apoptotic protease-activating factor 1 (Homo sapiens), O14727 | reconstituted apoptosome caspase-3 activity | inhibition, % at 20 µM | 330,000 compounds, 0.71% hits | AID 489030, 2010; active means inhibition of at least 40% at 20 µM;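 further: plate controls were DMSO wells for no effect and DEVD-CHO caspase inhibitor wells for full effect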
#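 Assay system – apoptosome proteins · Medium – Hepes buffer, pH 7.5 · Also added – cytochrome c with DEVD-Rh110 · Timing – 30 min compound preincubation, 50 min activation, room temperature · Detection – Rh110 fluorescence, excitation 480 nm, emission 540 nm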
# HKDC1 inhibitor: HKDC1 hexokinase inhibitors, primary screen, biochemical, fluorescence, uHTS | recombinant HKDC1, G6PDH/diaphorase resazurin coupled fluorescence | Q2TB90 | 340,000 compounds, 0.16% hits | inhibition, % at 20 µM;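 active means inhibition above about 35% when tested at 20 µM, limit read from the data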;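 further: plate controls were DMSO wells with enzyme for no effect and DMSO wells lacking enzyme for full effect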
# Target sequence (Q2TB90 whole entry, looked up): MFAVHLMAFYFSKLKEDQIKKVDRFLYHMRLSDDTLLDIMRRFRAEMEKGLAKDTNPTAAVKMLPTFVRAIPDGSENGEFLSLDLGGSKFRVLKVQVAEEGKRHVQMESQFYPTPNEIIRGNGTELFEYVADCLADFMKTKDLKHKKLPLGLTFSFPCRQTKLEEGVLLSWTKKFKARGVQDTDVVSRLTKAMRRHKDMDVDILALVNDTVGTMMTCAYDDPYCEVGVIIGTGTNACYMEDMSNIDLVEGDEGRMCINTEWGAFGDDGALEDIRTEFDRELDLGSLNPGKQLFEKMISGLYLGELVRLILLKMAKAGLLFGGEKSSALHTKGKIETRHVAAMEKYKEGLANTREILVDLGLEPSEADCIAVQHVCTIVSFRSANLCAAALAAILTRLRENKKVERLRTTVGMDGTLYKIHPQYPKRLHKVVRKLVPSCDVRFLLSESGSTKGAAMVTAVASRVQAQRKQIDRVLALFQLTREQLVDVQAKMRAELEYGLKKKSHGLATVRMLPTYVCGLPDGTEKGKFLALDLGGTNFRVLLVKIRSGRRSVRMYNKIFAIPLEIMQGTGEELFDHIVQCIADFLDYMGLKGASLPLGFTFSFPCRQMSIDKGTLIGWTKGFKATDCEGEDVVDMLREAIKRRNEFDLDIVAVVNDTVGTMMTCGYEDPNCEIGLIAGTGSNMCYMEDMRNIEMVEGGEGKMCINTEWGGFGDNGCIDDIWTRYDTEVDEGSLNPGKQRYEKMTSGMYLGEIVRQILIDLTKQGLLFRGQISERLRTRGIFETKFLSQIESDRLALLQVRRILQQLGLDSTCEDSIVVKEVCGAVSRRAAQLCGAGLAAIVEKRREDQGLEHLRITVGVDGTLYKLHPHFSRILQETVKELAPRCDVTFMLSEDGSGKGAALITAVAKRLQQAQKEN
#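 Incubation: 90 min at room temperature in dark / Material: recombinant HKDC1 (HK5) hexokinase enzyme, produced in-house / Quantity: enzyme 5 µg/mL final / Compound: one dose of 20 µM, 1% DMSO / Reagent: glucose and ATP substrates / Buffer or medium: Tris pH 8.0 buffer with MgCl2, Tween-20, BSA, BME / Technique: resorufin fluorescence at 613 nm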
# * = called active by the depositor; nt = no result given.
SMILES,SENP8 block-1,NALP3 yeast inh,SENP1 inh,SENP8 block-2,PfG6PD inh,SENP6 inh,SENP7 block,Apaf-1 inh,HKDC1 inhibitor
CCOC(=O)c1cccc(C(=O)Oc2ccccc2)n1,5,4,0,10,9,-1,-8,-18,13
CNC(=O)c1c[nH]c2ccc(S(=O)(=O)Nc3cccc(SC)c3)cc2c1=O,1,12,0,-38,-23,-7,-11,-1,-1
O=C(N/N=C\C=C\c1ccco1)c1cncc(Br)c1,-1,11,-1,-11,10,-13,-8,-21,2
O=C(CN1CCN(CC(=O)c2ccc(F)cc2)CC1)Nc1ccccc1Cl,7,14,-7,-4,10,-9,-2,-3,1
CN(C)c1ccc(C2N(c3ccc(Cl)cc3)C(=O)C3CCCN32)cc1 (stereo unspecified),2,4,-14,-3,-9,13,-4,2,-3
COc1ccc(C2CC(c3ccccc3)=NN2C(=O)CSc2ncn[nH]2)cc1 (stereo unspecified),-3,3,1,3,1,2,-5,10,-3
COc1ccc(OC)c(-c2cc(C(=O)N/N=C/c3ccc(F)cc3)c3ccccc3n2)c1,8,21,1,-66,24,-2,6,11,0
O=C(Oc1ccc(C(=S)N2CCOCC2)cc1Br)c1cc(Cl)ccc1Cl,-3,18,-1,29,-6,1,2,5,8
COc1ccc(N2CCCn3c2nc2c3c(=O)n(CCc3ccccc3)c(=O)n2C)cc1,2,19,2,-31,7,-1,-1,14,-1
COP(=O)(CN(Cc1ccccc1)C(=S)Nc1c(C)cccc1C)OC,9,18,2,18,3,0,-2,-6,-4
O=S1(=O)C=C(SCc2ccc(Cl)c(Cl)c2)Nc2ccccc21,-1,9,2,9,10,-6,-10,15,-1
O=[N+]([O-])c1cc([N+](=O)[O-])c(Oc2c(Cl)cccc2Cl)cc1NN1CCCCC1,10,17,2,37,-3,-21,1,6,-2
COCC(=O)Nc1cc(C)cn(Cc2ccc(F)cc2)c1=O,-1,18,4,-98,24,7,4,3,-5
CC(NC(=O)C1CCC(CNS(=O)(=O)c2ccc3c(c2)C(C)(C)C(=O)N3C)CC1)c1ccccc1 (stereo unspecified),1,-6,0,8,-1,4,1,3,-6
CCOC(=O)C(=O)N1CCC(C(=O)OCC)CC1,-10,11,0,14,-16,-7,2,7,-6
Fc1ccc(C2CCCN2Cc2nc(CC3CC3)no2)cc1 (stereo unspecified),-2,12,3,12,4,-8,7,-8,-2
NNC(=O)c1cccc(COc2ccc3c(c2)CCC3)c1,44,24,2,16,3,69*,17,14,0
COC(=O)c1ccc(N2C(=O)CC(N(C)Cc3ccccc3)C2=O)cc1 (stereo unspecified),3,22,0,23,-2,-45,4,2,-3
Cc1ccc(S(=O)(=O)NCC(C)n2cncn2)cc1C (stereo unspecified),3,-1,1,4,5,16,3,-6,-7
Cn1c(=O)c2c(SCc3ccccn3)nc(CC(C)(C)C)nc2n(C)c1=O,-15,16,2,-4,-10,-8,14,23,1
CCc1ccc(N(C(=O)CNC(=O)c2ccco2)C(C(=O)NC2CCCC2)c2cccnc2)cc1 (stereo unspecified),-3,7,1,11,2,-20,-4,1,-3
CC(=O)NC(c1ccc(Cl)cc1)c1ccc2cccnc2c1O (stereo unspecified),nt,nt,2,7,-16,nt,nt,nt,-22
CCCCOP(=O)(OCCCC)C(O)c1ccc(Br)cc1 (stereo unspecified),-3,7,0,3,10,-15,-1,14,-7
O=C(COC(=O)c1cccc([N+](=O)[O-])c1)NC1CCCC1,9,16,3,18,4,12,-3,2,-6
COc1ccc(CCNC(=O)C2CCN(S(=O)(=O)N3CC(C)CC(C)C3)CC2)cc1OC (stereo unspecified),-11,2,-5,10,-10,-16,-6,-6,-3
CCOC(=O)Cc1ccc2sc(-c3ccccc3)nc2c1,95*,-51,2,3,1,97*,99*,6,-3
CC(C)(C)C1CCc2onc(C(=O)Nc3ccc(F)cc3F)c2C1 (stereo unspecified),0,5,0,17,14,-9,3,7,6
CCOc1ccc(NC(=O)CN2C(=O)NC(CCSC)C2=O)cc1 (stereo unspecified),0,0,2,16,-15,-1,-2,-18,-2
COc1cc2c(cc1NC(=O)C(c1ccccc1)c1ccccc1)CCCC2,-1,13,2,26,1,-18,-2,13,7
COc1ccc(CCNC(=O)CSc2nnc(CNC(=O)c3ccccc3F)o2)cc1OC,-2,11,1,10,-1,-11,6,-3,-6
Cc1cccc(COCC(CC(C)C)N2CCN(C(=O)c3ccc(C(F)(F)F)cc3)CCC2=O)c1 (stereo unspecified),-6,9,0,16,21,-16,12,24,-1
CCN(CC)CCN(C(=O)c1ccc2c(c1)OCCO2)c1nc2c(Cl)cccc2s1,-2,22,0,-1,3,-6,-2,21,-6
Cc1ccc(S(=O)(=O)N2CCN(C(=O)CSc3nc(N)cc(=O)[nH]3)CC2)c(C)c1,8,-2,-8,8,2,-3,2,10,5
COc1cccc(C2/C(=C(\O)c3ccc4c(c3)OCCO4)C(=O)C(=O)N2CCCn2ccnc2)c1 (stereo unspecified),-3,-1,3,-8,2,-12,2,5,-6
CN(C(=O)c1cccc(NC(=O)Cc2cccc(NC(=O)C3CCN(C(=O)C4CCC4)CC3)c2)c1)C1CCC1,nt,nt,0,4,-14,nt,nt,nt,-4
CCn1nc(NC(=O)COC)c2cc3cccc(C)c3nc21,-9,26,-26,-286,9,-4,-7,3,0
CC1CCN(S(=O)(=O)c2ccc3c(c2)N(CC(=O)NCc2cccnc2)C(=O)CS3)CC1,0,6,0,4,-2,11,3,2,-9
COc1ccc(NC(=O)Cn2c(=O)n(-c3ccccc3)c(=O)c3oc4ccccc4c32)c(OC)c1,-7,-7,-1,-5,1,2,-1,2,-12
CN(NC1OC(=O)c2ccccc21)c1ccccc1[N+](=O)[O-] (stereo unspecified),2,4,1,19,-13,-17,-4,-23,-4
CC(C)CC(NC(=O)OC(C)(C)C)C(=O)NC(C(=O)N1CCCC1C(N)=O)C(C)C (stereo unspecified),-5,-3,0,19,-5,-14,-3,0,-5
CCOc1ccc(C2=Nn3c(nnc3-c3cccnc3)SC2)cc1,-6,-2,2,18,-1,-17,-3,14,-2
CN(CC(=O)Nc1ccccc1Cl)C(=O)C1CCN(C(=O)c2ccc(F)cc2)CC1,-15,2,0,12,-5,9,-5,26,-4
O=C1CSC(=Nc2cccc(C(=O)O)c2)N1,-5,12,-1,8,-7,8,-15,8,4
Cc1ccc(Cc2nnc3n(-c4ccccc4)nc(C(=O)c4ccccc4)n3c2=O)cc1,-1,12,1,11,20,-8,-4,6,-3
CCCCN(C)C1CCN(C(=S)Nc2ccc(OCC)cc2)CC1,-5,2,-1,30,-11,-12,-9,-9,-7
COc1ccc(N(CC(=O)N2c3ccccc3CC2C)S(=O)(=O)c2c(C)nn(C)c2C)cc1 (stereo unspecified),1,7,0,-5,-10,-16,0,14,-5
O=C(CC1C(=O)NCCN1Cc1ccccc1C(F)(F)F)NCCn1cccn1 (stereo unspecified),4,1,-3,-14,1,1,-5,-18,-7
COc1ccc(/C=N/Nc2ccc([N+](=O)[O-])cc2)cc1Cn1cc([N+](=O)[O-])cn1,-7,21,-21,-72,4,-6,7,9,-7
COC(=O)c1sccc1OCc1cccc(OC)c1,6,15,1,19,-18,-7,3,9,-6
CC(C)CNc1ncnc2[nH]ncc12,nt,nt,2,21,-12,nt,nt,nt,2

# One compound at a time (already shown):
# `COC(=O)c1sccc1OCc1cccc(OC)c1` in the list: SENP8 block-1 = 6; NALP3 yeast inh = 15; SENP1 inh = 1; SENP8 block-2 = 19; PfG6PD inh = -18; SENP6 inh = -7; SENP7 block = 3; Apaf-1 inh = 9; HKDC1 inhibitor = -6
# `CCOc1ccc(C2=Nn3c(nnc3-c3cccnc3)SC2)cc1` in the list: SENP8 block-1 = -6; NALP3 yeast inh = -2; SENP1 inh = 2; SENP8 block-2 = 18; PfG6PD inh = -1; SENP6 inh = -17; SENP7 block = -3; Apaf-1 inh = 14; HKDC1 inhibitor = -2

# Next records follow.
SMILES,SENP8 block-1,NALP3 yeast inh,SENP1 inh,SENP8 block-2,PfG6PD inh,SENP6 inh,SENP7 block,Apaf-1 inh,HKDC1 inhibitor
O=C(Nc1cccnc1)c1ccc2c(c1)OCO2,-11,9,1,15,-2,32,25,-1,1
[O-]/[N+](=C/c1ccco1)c1ccccc1,10,11,4,11,18,20,7,-7,-2
COc1ccc(NC(=O)c2ccccc2NC(=O)NC2CCCCC2)cc1,3,0,3,8,-4,2,0,5,2
CN(C)S(=O)(=O)c1ccc(C(=O)Nc2cc3c(cc2C(=O)O)OCCCO3)cc1,-4,4,0,-2,-15,-8,-4,-1,-4
COCc1nn2c(N)c(C#N)cnc2c1-c1ccccc1,11,24,-2,-195,-8,8,-4,-15,4
Cc1noc(C)c1C(=O)OCC(=O)c1c[nH]c2ccccc12,-24,25,-1,0,2,-6,-18,15,-1
CCOC(=O)c1c(C)[nH]c(C)c1C(=O)COC(=O)COc1ccc(Cl)c(C)c1,3,20,2,8,22,-8,-5,19,0
C/C(=N\NC(=S)NC(C)C)c1ccccc1OC(F)F,-3,10,0,12,7,-3,8,5,-5
Cc1ccc(C(C(=O)NC2CCCC2)N(C(=O)CCC(=O)Nc2cc(C)on2)c2ccccc2)cc1 (stereo unspecified),-6,9,-2,30,1,-9,8,13,-3
Cc1ccc(C(=O)NC2CCN(S(=O)(=O)c3ccccc3F)CC2)cc1,0,9,2,19,5,10,-3,-10,-5
CCN(CC)C(=O)c1scc2c1OCCO2,-4,13,-1,9,6,-10,-10,-1,0
CCOC(=O)c1sc2c(c1C)c(=O)n(Cc1ccccc1)c(=O)n2CCN(C)C,6,21,1,-5,6,14,-1,8,-5
Cc1ccn2c(=O)nc(SCC(=O)NCc3ccco3)nc2c1,-3,10,-19,-15,3,-2,-3,11,6
O=C(Nc1ccc2ccccc2n1)c1ccccc1,87*,11,0,19,8,88*,93*,1,-7
Cc1ccc(N(Cc2ccc(C(=O)NCC3CCCO3)cc2)S(C)(=O)=O)cc1C (stereo unspecified),5,5,0,13,-5,3,7,2,-5
CC1CCCN(C(=O)COC(=O)c2ccc(=O)n(Cc3ccccc3)n2)C1 (stereo unspecified),-9,14,2,11,-2,-16,-4,3,1
O=C(c1ccccc1F)N1CCN(S(=O)(=O)c2ccc3c(c2)OCCO3)CC1,0,-6,-2,-4,-16,3,-2,-4,-7
